# PLK1 PBD inh = qHTS for Inhibitors of PLK1-PDB (polo-like kinase 1 - polo-box domain): Primary Screen | Plk1 PBD binding of FITC phosphopeptide, fluorescence polarization | Potency, µM, for the others: max response, negative = inhibition, most hits filed as inhibitors | actives 2.8% (n = 360,000); also: potency is read from the fitted curve at half-maximal effect; series mostly up to about 57 µM; % is scaled to controls: 0 for no effect and ±100 for the full control effect; nearly all actives have a fitted effect of over 65% in size
# Target sequence (P53350 whole entry, looked up, the tested form may be a part): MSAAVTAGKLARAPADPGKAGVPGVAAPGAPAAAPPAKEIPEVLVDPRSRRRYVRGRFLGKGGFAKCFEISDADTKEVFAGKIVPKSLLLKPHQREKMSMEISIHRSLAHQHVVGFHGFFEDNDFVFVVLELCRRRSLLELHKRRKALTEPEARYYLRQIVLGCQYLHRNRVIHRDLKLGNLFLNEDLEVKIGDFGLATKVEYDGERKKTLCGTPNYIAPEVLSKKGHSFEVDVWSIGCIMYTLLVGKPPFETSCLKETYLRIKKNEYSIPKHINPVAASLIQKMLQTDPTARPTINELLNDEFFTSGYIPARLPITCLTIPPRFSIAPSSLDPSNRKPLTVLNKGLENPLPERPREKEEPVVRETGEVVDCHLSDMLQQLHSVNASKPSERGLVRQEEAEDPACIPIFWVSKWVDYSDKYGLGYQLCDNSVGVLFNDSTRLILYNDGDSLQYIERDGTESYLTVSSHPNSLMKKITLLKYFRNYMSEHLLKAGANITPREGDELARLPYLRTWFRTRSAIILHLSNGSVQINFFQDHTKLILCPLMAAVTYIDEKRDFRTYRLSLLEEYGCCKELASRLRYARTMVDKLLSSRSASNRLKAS
# EPAC1 antagonist = qHTS for Antagonist of cAMP-regulated guanine nucleotide exchange factor 3 (EPAC1): primary screen; Rap guanine nucleotide exchange factor 3 (Homo sapiens), O95398; Potency, µM (doses to about 115 µM), inactives show at the top dose activity change, negative = inhibition, hits mostly inhibitors; EPAC1 GEF assay, Rap1b-BODIPY-GDP exchange fluorescence; actives 0.14% (n = 360,000);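 also: potency is read from the fitted curve at half-maximal effect; plate controls were vehicle for no effect and positive control for full effect; nearly all actives have a fitted effect of over 50% in size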
# WRN helicase inh = qHTS for Inhibitors of WRN Helicase. Bifunctional 3'-5' exonuclease/ATP-dependent helicase WRN (Homo sapiens), Q14191. WRN helicase unwinding, fluorescent forked duplex, kinetic. Potency, µM (series often up to 114 µM), inactives show at the top dose activity change, negative = inhibition, most hits filed as inhibitors. actives 0.46% (n = 360,000). AID 651768, 2012; also: potency is read from the fitted curve at half-maximal effect; % is scaled to controls: 0 for no effect and ±100 for the full control effect; nearly all actives have a fitted effect of over 55% in size
#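 WRN at 20 nM final preincubated with compound 15 min at room temperature; reaction started with 100 nM fluorophore/quencher forked duplex oligonucleotide and 2 mM ATP final. Unwinding followed kinetically by red fluorescence (ex 525, em 598 nm).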
# PI5P4Ka inh = qHTS for Inhibitors of phosphatidylinositol 5-phosphate 4-kinase (PI5P4K) | PI5P4Kalpha enzyme, ADP-Glo luminescence, 60 min; hits give low values | actives 1.2% (n = 330,000) | Phosphatidylinositol 5-phosphate 4-kinase type-2 alpha (Homo sapiens), P48426 | max response, %; active = max response of -50% or lower; inconclusive = between -30% and -50%; inactive = -30% or higher; also: value at the top dose of about 77 µM; % is scaled to controls: 0 for no effect and ±100 for the full control effect
# Target sequence (P48426 whole entry, looked up): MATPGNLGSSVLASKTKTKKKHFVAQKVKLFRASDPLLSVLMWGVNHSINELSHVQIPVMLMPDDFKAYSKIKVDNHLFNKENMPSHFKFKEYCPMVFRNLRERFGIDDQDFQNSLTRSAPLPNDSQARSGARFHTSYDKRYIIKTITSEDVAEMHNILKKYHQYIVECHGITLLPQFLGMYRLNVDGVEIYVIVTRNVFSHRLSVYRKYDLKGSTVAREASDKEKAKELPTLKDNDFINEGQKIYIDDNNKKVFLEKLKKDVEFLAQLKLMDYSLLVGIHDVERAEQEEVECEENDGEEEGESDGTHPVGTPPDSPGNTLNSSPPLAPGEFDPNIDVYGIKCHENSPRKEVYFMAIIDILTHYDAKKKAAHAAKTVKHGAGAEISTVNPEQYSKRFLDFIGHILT
#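 ADP-Glo luminescence end-point read after a 60 min room-temperature kinase reaction of PI5P4Kalpha plus substrate, initiated with ATP at 5 microM final. Buffer: 0.038 M HEPES pH 7.4, EGTA, 0.1% CHAPS, 5% DMSO.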
# EPAC2 antag = qHTS for Antagonist of cAMP-regulated guanine nucleotide exchange factor 2 (EPAC2): primary screen; Rap guanine nucleotide exchange factor 4 (Homo sapiens), Q8WZA2; EPAC2 GEF exchange of Rap1B-BODIPY-GDP, fluorescence; Potency, µM (highest dose often 114 µM), inactives show at the top dose activity, negative = inhibition, most hits filed as inhibitors; actives 0.18% (n = 360,000); AID 720708, 2013; also: potency is read from the fitted curve at half-maximal effect; % is scaled to controls: 0 for no effect and ±100 for the full control effect; nearly all actives have a fitted effect of over 45% in size; many of its hits are not listed in these tables
# CCT chaperon mod = High-Throughput Screening for Modulators of Cytosolic Chaperonin Activity; purified chaperonin ATPase assay, HTRF ADP detection, 30 min; actives 0.3% (n = 360,000); activity change, % (test concentration not listed), hits read low; in the data active = activity change below about -30%; also: % is scaled to controls: 0 for no effect and ±100 for the full control effect
#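 First, chaperonin was dispensed at 40 nM or 20 nM final depending on batch activity. Next, compounds were pinned at 76 uM and ATP added at 10 uM. After 30 min at 37 °C, ADP detection reagents ran 30 min at ambient temperature.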
# Mm-Cpn inhibitor = Inhibitors of TCP-1 ring complex (TRiC) of Methanococcus maripaludis (MmCpn): qHTS | actives 0.031% (n = 330,000) | Potency, µM (top dose mostly 76.9 µM), inactives show top-dose activity, negative = inhibition, hits mostly inhibitors | Chaperonin Mm-Cpn (Methanococcus maripaludis) | AID 504842, 2011 | purified Mm-Cpn ATPase, ADP Transcreener TR-FRET; also: potency is read from the fitted curve at half-maximal effect; % is scaled to controls: 0 for no effect and ±100 for the full control effect; nearly all actives have a fitted effect of over 80% in size
#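 Eu-cryptate anti-ADP/ADP-d2 competition gives a ratio inversely related to ADP. Enzyme at 25 nM was pre-exposed to compound for 10 min, then given 10 uM ATP for 30 min, 37°C throughout.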
# EPAC1 agonist = qHTS for Agonist of cAMP-regulated guanine nucleotide exchange factor 3 (EPAC1): primary screen. Rap guanine nucleotide exchange factor 3 (Homo sapiens), O95398. EPAC1 agonist qHTS, biochemical assay; response scale: 100% = response to 6.5 mM cAMP. Potency, µM (highest dose often 154 µM), for inactives: at the top dose activation, most hits filed as activators. actives 0.073% (n = 360,000). AID 720707, 2013; also: potency is read from the fitted curve at half-maximal effect; nearly all actives have a fitted effect of over 60% in size
#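 Multi-concentration qHTS readout: loss of Rap1B-bound BODIPY-GDP fluorescence driven by 100 nM EPAC1 with excess GDP (50 uM), monitored kinetically at room temperature; agonist response expressed relative to 6.5 mM cAMP.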
# Active calls of the source: *; ? = inconclusive; . = no result given; [ ] = another dose, or the depositor's remark. Unless noted, calls follow the shape of the dose curve; as a rule, active = well fitted curve in the direction sought with a large enough effect; inconclusive = small, poorly fitted or top-dose-only effect, or another doubt; inactive = no such curve, though single readings can be large; an effect the other way counts as inactive or inconclusive.
SMILES,PLK1 PBD inh,EPAC1 antagonist,WRN helicase inh,PI5P4Ka inh,EPAC2 antag,CCT chaperon mod,Mm-Cpn inhibitor,EPAC1 agonist
COc1ccc(/C=N\NC(=O)CCN2CCN(c3ccccc3)CC2)cc1OC,-15%,-8%,-15%,9,-7%,-3.0,0%,3%
O=C(c1cc[n+]([O-])cc1)N1CCc2c([nH]c3ccccc23)C1c1ccccc1Cl (stereo not given),-4%,-6%,-2%,-5,1%,-1.3,-3%,0%
Cc1ccc2nnn(Cc3cccc(C(C)(C)C)c3O)c2c1,-7%,-22%,-11%,2,?,-0.2,-1%,-10%
CC(NC(=O)C1(c2cccs2)CCOCC1)c1ccccc1 (stereo not given),-4%,6%,-14%,-4,16%,-4.5,3%,-8%
O=C(O)C1CCCCC1C(=O)Nc1ccc2c(c1)OCCO2 (stereo not given),0%,8%,26%,.,-1%,0.0,1%,2%
Cc1ccc(C(=O)COC(=O)CCNS(=O)(=O)c2ccccc2F)cc1,-3%,1%,1%,1,-17%,0.7,-2%,12%
CSc1nnc(-c2ccccc2)c(=O)[nH]1,-1%,-5%,-25%,-8,0%,-1.4,-1%,9%
CSc1ccccc1NC(=O)c1cccnc1,-28%,3%,1%,.,-1%,-3.4,3%,13%
COc1ccc(OCC(=O)Nc2ccc(S(=O)(=O)N3CCCC3)cc2)cc1,-9%,-15%,1%,-25,-5%,-2.0,-1%,15%
CCOC(=O)C(=CNc1ccc(O)c(C(=O)OC)c1)C(=O)OCC,-9%,-3%,-6%,?,-12%,0.3,.,7%
COc1ccc(-c2c3c(nc4sc(C(=O)Nc5ccccc5)c(N)c24)CCC3)cc1,-1%,-6%,-13%,3,3%,-1.0,.,14%
O=C(Nc1ccccc1Cl)NC1(C(=O)NCc2ccncc2)CCCCC1,-17%,-1%,13%,2,-9%,1.0,1%,4%
COC(=O)c1ccccc1Oc1ccc(NC(=O)C(C)(C)CCl)cc1,-4%,-5%,4%,-5,-1%,-1.1,5%,-4%
O=C(NCc1ccccc1)C(c1ccccc1)n1c(=O)c(-c2cc3ccccc3[nH]2)nc2ccccc21 (stereo not given),8%,-4%,-9%,0,-8%,.,.,2%
O=[n+]1cc(-c2ccc(Cl)cc2)n([O-])c2c1CCCCC2,-9%,7%,5%,1,5%,-0.1,2%,5%
COc1cc2c(cc1OC)CN(C(=O)/C=C/c1ccc([N+](=O)[O-])cc1)CC2,-8%,-7%,5%,7,6%,-1.8,2%,-1%
CSc1c(CC(=O)Nc2ccccc2)n(Cc2ccccc2)c2ccccc12,5%,-6%,-2%,-2,7%,-0.6,-23%,-14%
COc1ccc(CC(N)c2csc(NC(=O)Nc3ccccc3Oc3ccccc3)n2)cc1 (stereo not given),3%,-7%,-7%,-2,7%,-1.6,.,0%
C=CCn1c(Cc2ccc(OCC)cc2)nnc1SCC(N)=O,-5%,13%,1%,.,13%,0.4,0%,-4%
O=C(Nc1ccccc1N1CCOCC1)c1ccc(F)c(S(=O)(=O)N2CCOCC2)c1,5%,5%,0%,1,7%,1.2,-3%,4%
NCCCCC(=O)O,-10%,-2%,1%,2,2%,-1.6,2%,2%
CC(Oc1ccc2ccc(=O)oc2c1)C(=O)N1CCOCC1 (stereo not given),-1%,-4%,-4%,2,3%,-1.1,-2%,10%
COc1ccc(C)cc1S(=O)(=O)N(CC(=O)Nc1cccc([N+](=O)[O-])c1)c1ccc(C)cc1,-3%,-5%,-3%,7,-6%,-1.1,-1%,4%
O=C(CCC(=O)N1CCOc2ccccc21)Nc1ccccc1Cl,-10%,-2%,1%,2,-5%,-3.7,-2%,0%
CCOc1ccccc1Oc1c(C)oc2c(CN3CCN(CCO)CC3)c(O)ccc2c1=O,-2%,-3%,-15%,3,-3%,0.5,-4%,3%
SMILES,PLK1 PBD inh,EPAC1 antagonist,WRN helicase inh,PI5P4Ka inh,EPAC2 antag,CCT chaperon mod,Mm-Cpn inhibitor,EPAC1 agonist
Cc1noc(C)c1COc1cccc(C(=O)OCC(=O)NC(=O)c2ccc(OC(F)F)cc2)c1,-4%,-9%,-13%,8,15%,2.6,-1%,-6%
CCN(CC)S(=O)(=O)c1cccc(C(=O)Nc2ccc3c(c2)OCO3)c1,7%,-10%,-6%[57.1 µM],2,0%,1.5,1%,-5%
O=C(CCN1CCN(CCO)CC1)Nc1ccc(C2CCCC2)cc1,5%,0%,2%,-10,8%,-7.4,1%,2%
N#Cc1ccc(CSc2ccccn2)c(Cl)c1,-9%,-10%,-4%,10,?,2.1,0%,11%
CN(C(=O)c1ccncc1)c1nnc(-c2ccccn2)s1,-6%,0%,8%,6,-4%,0.4,1%,1%
COc1ccc(NC(=O)c2sc3nc(N4CCOCC4)c4c(c3c2N)CC(C)(C)OC4)c(OC)c1,-15%,-13%,-2%,0,6%,-1.2,-2%,3%
CCOC(=O)C1=C(C)NC(=O)NC1C (stereo not given),0%,8%,-2%,.,-2%,-1.1,-1%,4%
Cc1c(Cl)c(-c2n[nH]c(=S)n2CC(C)C)nn1C,-7%,-11%,0%,-5,5%,1.6,0%,-15%
Cc1ccc(N2CCN(S(=O)(=O)c3ccc(F)cc3)CC2)c(C)c1,-11%,?,-8%,4,-12%,0.3,-2%,1%
CSCCC(NC(=O)COc1ccccc1)C(=O)N(C)Cc1ccc(SC)cc1 (stereo not given),-14%,-12%,7%,-2,-10%,-2.3,-3%,16%
O=C(Nc1ccc(F)c(Cl)c1)c1csc([C@H]2C[C@H](O)[C@@H](CO)O2)n1,-9%,-10%,8%,-4,12%,-1.6,.,-10%
O=C(CNC(=O)c1ccc2c(c1)OCO2)N/N=C/c1cccc([N+](=O)[O-])c1,0%,1%,4%,4,23%,-0.6,0%,3%
Cc1csc(-c2cccnc2)n1,-13%,-28%,5%,-5,-10%,1.1,-2%,-5%
COCCNC(=O)c1cc2nc3c(c(C(F)(F)F)n2n1)CCc1ccccc1-3,-15%,-6%,-25%[57.1 µM],-1,0%,-2.4,-3%,10%
COc1ccccc1N1CCN(C2CCCN(C(=O)c3ccoc3)C2)CC1 (stereo not given),-20%,-17%,-1%,-7,4%,-0.7,0%,-3%
CCCCn1c(/N=C/c2ccc(N(C)C)cc2)nc2ccccc21,8%,-2%,-9%,0,-1%,4.6,0%,13%
Cn1c(C2=C(O)CN(c3ccc4c(c3)OCCO4)C2=N)nc2ccccc21,-2%,3%,-7%,.,-1%,0.5,-2%,4%
COc1ccc(N(CC(=O)Nc2cccnc2)S(=O)(=O)c2ccccc2)cc1OC,3%,19%,-2%,25,4%,-0.4,1%,-8%
CCOC(=O)C1CCN(C(C(=O)NC2CCCCC2)c2ccc(OC)cc2)CC1 (stereo not given),27µM*,-19%,7%,-11,-1%,0.6,0%,1%
COC(=O)c1ccc(Oc2nc(C)cc(Oc3ccccc3)n2)cc1,-8%,-17%,-3%,-2,-5%,1.1,0%,11%
CNC(=S)N(Cc1ccco1)Cc1cc2cc(OC)ccc2[nH]c1=O,-8%,?,-4%,-8,-3%,0.3,1%,4%
COC(=O)C(CCSC)NC(=O)CNC(=O)C1CCCCC1 (stereo not given),-5%,14%,6%,3,0%,-3.1,.,5%
Clc1ccc2nc(-c3ccco3)c(Cc3ccsc3)n2c1,?,-14%,-19%,-66*,-9%,-1.8,.,11%
CCCCN(C(=O)c1ccc(-c2ccc(Cl)cc2)o1)c1c(N)n(CC(C)C)c(=O)[nH]c1=O,-8%,-15%,-5%,-3,9%,-0.2,?,1%
Cc1nc2ccccc2c2oc(C(=O)N3CCN(C4CCCCC4)CC3)cc12,-7%,-8%,-4%,-1,7%,-2.5,-1%,-10%

# The final 2 records of the part before open the next one.
SMILES,PLK1 PBD inh,EPAC1 antagonist,WRN helicase inh,PI5P4Ka inh,EPAC2 antag,CCT chaperon mod,Mm-Cpn inhibitor,EPAC1 agonist
CCCCN(C(=O)c1ccc(-c2ccc(Cl)cc2)o1)c1c(N)n(CC(C)C)c(=O)[nH]c1=O,-8%,-15%,-5%,-3,9%,-0.2,?,1%
Cc1nc2ccccc2c2oc(C(=O)N3CCN(C4CCCCC4)CC3)cc12,-7%,-8%,-4%,-1,7%,-2.5,-1%,-10%
CC1(c2nnnn2-c2ccc3c(c2)OCCO3)CCC(=O)N1Cc1ccc(F)cc1 (stereo not given),-1%,-6%,1%,-3,4%,-0.1,.,-2%
C=CCSc1n[nH]c(-c2ccc(OCCCC)cc2)n1,-6%,-27%,-2%,-1,-17%,-0.8,-2%,-3%
CC(C)n1nnnc1SCC(=O)Nc1ccccc1N1CCOCC1,-5%,-9%,-3%,-5,3%,-5.5,1%,5%
CC1(C)OC(=O)C(=CNc2ccccc2F)C(=O)O1,-9%,-4%,9%,-2,1%[57.1 µM],-0.8,0%,4%
CCc1cc(C)cc(OCCNC(=O)c2cncc(Br)c2)c1,-15%,3%,-9%,-3,-3%,-1.3,-4%,16%
CCOC(=O)c1sc(=S)n(-c2ccccc2)c1N(C(C)=O)C(C)=O,-20%,9%,?,-75*,-6%,1.2,2%,-1%
CCOC(=O)C1=c2s/c(=C\c3cccnc3)c(=O)n2C(N)=C(C(=O)OC)C1c1cccnc1 (stereo not given),1%,7%,-10%,6,16%,0.4,-1%,1%
COC(=O)C1=C(N)OC2=C(C(=O)CCC2)C1c1cccnc1 (stereo not given),-2%,9%,10%,0,0%,-3.5,3%,10%
COc1cccc(C2=NN(C(=O)c3ccccc3)C(O)(C(F)(F)F)C2)c1 (stereo not given),-4%,-2%,-10%,-2,1%,-0.1,0%,9%
CC1C(=O)Nc2ccccc2N1C(=O)c1ccc(F)cc1F (stereo not given),-3%,20%,-6%[57.1 µM],3,1%,-2.1,0%,-14%

# Screening results: PubChem BioAssay, National Center for Advancing Translational Sciences (NCATS)

# Not all compounds are listed. The share of hits here may be higher or lower than overall.
